Screening data deposited in PubChem BioAssay by several laboratories.
SR-BI HDL uptake: inhibitors of SR-BI mediated HDL lipid uptake, primary screen, ldlA[mSR-BI] cells, fluorescence, single point | ldlA[mSR-BI] CHO cells, DiI-HDL uptake fluorescence, 3 h | Scavenger receptor class B member 1 (Mus musculus), Q61009 | inhibition, % at 12.5 µM | 320,000 tested, 0.96% active | AID 488896, 2010;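 active means mean replicate inhibition of at least 70% and a set share of replicates each scoring 70 or more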;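 further: 0% = median of neutral control wells and 100% = median of positive control wells; values of inactives mirror those of a sister screen read the other way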
C-LANA FP: inhibitors of KSHV C-LANA binding to DNA, primary screen, biochemical, fluorescence polarization, FAM-LBS DNA, MBP-C-LANA, single point; Kaposi's sarcoma herpesvirus LANA C-terminal domain (residues 932-1162) DNA binding; inhibition, % at 9 µM; 340,000 tested, 0.078% active; AID 504423, 2011;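 active means highest replicate inhibition at or above 60% at 9 µM, even if other replicates fall short; inactive means all replicates below 60% inhibition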;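 further: 0% = neutral control wells and 100% = 4 µM acridine orange control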
Cardiac RTF inh: cardiac RTF calcium sensitivity inhibitors, primary screen, biochemical, IANBD-TnC fluorescence, EC70 calcium; 340,000 tested, 0.12% active; IANBD-labeled cardiac RTF, Ca2+ fluorescence; AID 493244, 2011; inhibition, % at 7.15 µM; Troponin I, cardiac muscle (Homo sapiens) + Troponin T, cardiac muscle (Homo sapiens) + …;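 active means inhibition above the mean inhibition of all tested compounds plus 3 SD, cut at about 17% in these data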;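 further: assay run at fixed EC70 calcium of 1.6 mM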
Keap1 Nrf2 FP: Keap1-Nrf2 protein-protein interaction inhibitors, primary screen, biochemical, fluorescence polarization, single point. 340,000 tested, 0.15% active. inhibition, % at 9.4 µM. Keap1 Kelch-Nrf2 peptide fluorescence polarization, 1536-well. AID 504523, 2011. Kelch-like ECH-associated protein 1 (Homo sapiens), Q14145; in the data active means inhibition above about 12%;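 further: human Keap1 Kelch domain with fluorescein labeled Nrf2 9mer peptide probe; 0% = neutral control wells and 100% = peptide positive control; higher means more block of Keap1 binding to Nrf2 peptide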
DAGLB inhibitor: DAGLB lipase inhibitors, primary screen, biochemical, fluorescence, HTS; Diacylglycerol lipase-beta (Homo sapiens), Q8NCG7; HEK293T DAGLB membrane lysate, EnzChek fluorogenic substrate; inhibition, % at 5.17 µM; 340,000 tested, 0.059% active; AID 504411, 2011; in the data active means inhibition above about 34%;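 further: 0% = enzyme with vehicle and 100% = wells lacking enzyme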
PvdQ inh: P. aeruginosa PvdQ acylase inhibitors, primary screen, biochemical, fluorescence, plate reader and imaging, single point; inhibition, % at 10 µM; purified PvdQ acylase; PvdQ acylase [Pseudomonas aeruginosa LESB58]; AID 488965, 2010; 340,000 tested, 0.063% active; in the data active means inhibition above about 30%, passing the limit was not always enough;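 further: 0% = vehicle neutral wells and 100% = reference inhibitor wells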
NSD2 HMT inh: NSD2 histone methyltransferase inhibitors, primary screen, biochemical, AlphaScreen, single concentration, set 2. NSD2 peptide methylation, 120 min. inhibition, % at 12.5 µM. 310,000 tested, 0.54% active. Histone-lysine N-methyltransferase NSD2 (Homo sapiens), O96028; in the data active means inhibition above about 50%
Target sequence (O96028 whole entry, looked up): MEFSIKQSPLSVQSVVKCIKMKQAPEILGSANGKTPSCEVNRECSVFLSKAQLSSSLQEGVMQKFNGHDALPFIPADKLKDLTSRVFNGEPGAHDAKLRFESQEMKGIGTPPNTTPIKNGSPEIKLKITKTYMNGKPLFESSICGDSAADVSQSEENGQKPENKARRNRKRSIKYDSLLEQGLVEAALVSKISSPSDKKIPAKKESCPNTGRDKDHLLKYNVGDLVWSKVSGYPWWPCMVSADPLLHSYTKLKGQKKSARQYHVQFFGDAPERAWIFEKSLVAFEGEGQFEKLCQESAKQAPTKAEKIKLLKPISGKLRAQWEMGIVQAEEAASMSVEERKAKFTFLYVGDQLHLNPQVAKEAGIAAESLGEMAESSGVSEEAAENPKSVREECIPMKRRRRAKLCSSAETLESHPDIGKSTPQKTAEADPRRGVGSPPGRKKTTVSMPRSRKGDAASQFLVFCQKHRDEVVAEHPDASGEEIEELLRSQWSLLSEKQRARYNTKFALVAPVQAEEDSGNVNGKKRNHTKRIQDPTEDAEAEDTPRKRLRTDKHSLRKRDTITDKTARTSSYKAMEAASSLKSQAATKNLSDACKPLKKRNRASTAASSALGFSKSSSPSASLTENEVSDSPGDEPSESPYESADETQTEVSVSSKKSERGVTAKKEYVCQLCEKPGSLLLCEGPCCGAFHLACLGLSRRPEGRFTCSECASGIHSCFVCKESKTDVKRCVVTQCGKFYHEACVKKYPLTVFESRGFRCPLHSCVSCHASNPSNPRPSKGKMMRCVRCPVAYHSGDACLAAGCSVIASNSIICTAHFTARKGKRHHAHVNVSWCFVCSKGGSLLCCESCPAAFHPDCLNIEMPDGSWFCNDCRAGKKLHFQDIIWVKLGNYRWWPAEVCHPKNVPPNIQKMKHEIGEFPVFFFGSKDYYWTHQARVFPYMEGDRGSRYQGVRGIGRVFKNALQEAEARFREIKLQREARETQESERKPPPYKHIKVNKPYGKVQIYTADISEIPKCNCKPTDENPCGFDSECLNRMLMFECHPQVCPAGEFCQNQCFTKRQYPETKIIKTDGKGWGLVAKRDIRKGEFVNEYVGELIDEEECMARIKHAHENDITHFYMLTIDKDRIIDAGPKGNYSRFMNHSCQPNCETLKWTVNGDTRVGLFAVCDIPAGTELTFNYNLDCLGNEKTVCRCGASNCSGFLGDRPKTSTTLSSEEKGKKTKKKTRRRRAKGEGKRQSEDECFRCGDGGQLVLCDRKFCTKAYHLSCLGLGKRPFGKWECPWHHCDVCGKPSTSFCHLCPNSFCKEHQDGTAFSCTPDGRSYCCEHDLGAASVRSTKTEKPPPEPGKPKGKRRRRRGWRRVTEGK
PKA-R2B act: activators of PKA-R2B holoenzyme, primary screen, biochemical, fluorescence polarization, Cy5-IP20, human. PKA-R2B holoenzyme dissociation; R2B truncated from residue 108, S112A mutant; 0% DMSO only, 100% 113 µM cGMP. 340,000 tested, 0.079% active. cAMP-dependent protein kinase catalytic subunit beta (Homo sapiens) + cAMP-dependent …. activation, % at 11.4 µM. AID 504700, 2011;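 active means activation above a cutoff set at the mean over all compounds plus 3 SD, cut at about 18% in these data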;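 further: higher means more holoenzyme dissociation and a rise in polarization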
SR-BI uptake up: activators of SR-BI mediated DiI-HDL uptake, primary screen, ldlA[mSR-BI] CHO cells, DiI fluorescence; 3 h; 100 = double the neutral-control signal; activation, % at 12.5 µM; 320,000 tested, 0.096% active;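 active means mean replicate activation of at least 60% and every replicate at or above 60%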;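 further: 0% = median plate neutral-control signal and 100% = twice that signal; values of inactives mirror those of a sister screen read the other way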
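Material: SR-BI-overexpressing, LDLR-lacking CHO cells; schedule: compound exposure 3 h, 37 °C; reagent: DiI-labelled HDL at 10 µg/mL final; technique: bottom-read fluorescence, 550/595 nm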
Arrestin-AP2 inh: inhibitors of beta-arrestin/AP2 binding, primary screen, biochemical, GPCR trafficking, flow cytometry. inhibition, % at 10 µM. 340,000 tested, 0.31% active. beta-arrestin 1 C-terminal peptide binding to AP2 beta2-adaptin appendage (human). AID 504490, 2011. FITC-arrestin peptide / GST-AP2 beads; AP2 beta2 appendage carries R879A mutation;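 active means inhibition above a set limit, near 3 SD of compounds lacking own fluorescence, cut at about 54% in these data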;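 further: plate controls were DMSO wells for no effect and 5 µM unlabelled arrestin peptide for full effect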
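Measured by: flow cytometry, FL1 (488/535 nm); Material: AP2 appendage R879A on GSH beads; Evaluation: percent response; Timing: pre-incubation 12 min, peptide binding 1 h, room temperature; Also added: 50 nM FITC-arrestin peptide; Medium: PBS with 0.05% Tween 20 and 0.1% BSA.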
An asterisk follows results filed as active; x = no result given.

Second line of a record: SR-BI HDL uptake	C-LANA FP	Cardiac RTF inh	Keap1 Nrf2 FP	DAGLB inhibitor	PvdQ inh	NSD2 HMT inh	PKA-R2B act	SR-BI uptake up	Arrestin-AP2 inh
Cc1ccc(CNC(=S)NC2CCCCC2)cc1
→ 13	0.3	2	-4	-4	-5	-2	-3	x	-5
O=C1N[C@@H](Cc2c[nH]c3ccccc23)COC(=O)[C@@H](Cc2ccc(F)cc2)C/C=C\C[C@H]1CC(=O)N(CCO)Cc1ccccc1
→ -14	1.7	0	-1	-7	0	x	0	14	17
Cc1ccccc1NC(=S)N(Cc1ccccc1)Cc1cccnc1
→ -8	0.4	-5	-1	0	-4	0	-12	8	-7
COc1cc(N/C=C2\CC(=O)NC(C)=C2C#N)cc(OC)c1OC
→ 5	0.9	-4	-7	-1	-14	-1	-16	-5	1
CCCNC(=O)C(Cc1cccc(C#N)c1)NC(=O)c1ccc(C#N)cc1 (stereo not drawn)
→ 4	-1.7	3	-3	-1	5	x	-6	-4	34
COc1cccc(-c2nnc(-c3ccccc3[N+](=O)[O-])o2)c1
→ 5	2.8	x	-11	x	-9	-3	x	-5	11
COc1ccccc1/C=C/C=N/NC(=O)CCn1nnc2ccccc21
→ 25	-1.1	-4	-2	-2	-5	-5	7	-25	9
COc1cc(NC(=O)c2ccco2)c(OC)cc1NC(=O)CSc1nnc(-c2cccs2)n1C
→ 31	-0.4	1	2	0	-4	0	5	-31	-1
O=Cc1cccn1-c1c(C(=O)O)cnn1-c1ccccc1
→ -37	0.2	-20	-4	-1	-6	-4	-2	37	-19
O=C1CSC(=NC(=O)c2ccccc2)N1
→ -16	1.2	-4	-5	3	-3	-1	-16	16	12
Cc1ccccc1CS(=O)(=O)c1cn(CC(=O)N2CCC(C)CC2)c2ccccc12
→ 28	1.0	2	5	-4	-5	4	-4	-28	-9
CC(C)(C)OC(=O)N1CCCC(C(=O)Nc2cccc(C(=O)NCCc3ccccc3)c2)C1 (stereo not drawn)
→ 41	0.2	-3	4	-3	7	x	0	-41	12
CN1CCN(C(=O)/C(=C/c2ccc(F)cc2)c2ccsc2)CC1
→ -18	1.5	-8	-2	2	-9	3	8	18	-14
Cc1ccc2nc(Nc3nc(CSc4nnc(C)s4)cc(=O)[nH]3)nc(C)c2c1
→ 31	-3.1	3	-5	0	-8	-3	1	-31	-2
CCCCOC(=O)COc1ccc(Cl)cc1Cl
→ -12	1.3	2	-4	-4	-7	x	-6	12	6
CCCCn1c(N)c(N(CCC(C)C)C(=O)COC(=O)c2cccnc2OCC)c(=O)[nH]c1=O
→ -3	1.6	-2	-3	-1	12	0	-5	3	15
CCn1c(-c2cccnc2)n[nH]c1=S
→ -6	-0.1	-1	0	-4	-18	-2	-10	6	-1
CCN(CC)c1ccc(/C=N/NC(=O)c2cc(C)nc3ccccc23)cc1
→ 37	-2.5	0	-10	-1	2	3	-8	-37	16
CC(C)(C)c1nnc(NC(=O)c2cccs2)s1
→ -2	-0.3	-4	0	2	2	-1	-2	2	37
CNC(=S)N1N=C2c3ccccc3CCC2C1c1ccccc1Cl (stereo not drawn)
→ 1	0.1	-1	-2	-4	-15	1	3	-1	13

Retrieved by structure from the entries so far:
Second line of a record: SR-BI HDL uptake	C-LANA FP	Cardiac RTF inh	Keap1 Nrf2 FP	DAGLB inhibitor	PvdQ inh	NSD2 HMT inh	PKA-R2B act	SR-BI uptake up	Arrestin-AP2 inh
Cc1ccc(CNC(=S)NC2CCCCC2)cc1
→ 13	0.3	2	-4	-4	-5	-2	-3	x	-5
CCCCOC(=O)COc1ccc(Cl)cc1Cl
→ -12	1.3	2	-4	-4	-7	x	-6	12	6
O=Cc1cccn1-c1c(C(=O)O)cnn1-c1ccccc1
→ -37	0.2	-20	-4	-1	-6	-4	-2	37	-19

Carrying on:
Second line of a record: SR-BI HDL uptake	C-LANA FP	Cardiac RTF inh	Keap1 Nrf2 FP	DAGLB inhibitor	PvdQ inh	NSD2 HMT inh	PKA-R2B act	SR-BI uptake up	Arrestin-AP2 inh
C#CCOCCOCCOCCNc1nc(N2CCN(C(=O)Cn3cc(CCCCN)nn3)CC2)nc(N2CCN(C(=O)Cn3cc(CCCCN)nn3)CC2)n1
→ -35	-1.4	-10	-3	-2	-5	x	-4	35	-5
COCCNC(=S)N1CCN(C/C=C/c2ccccc2)CC1
→ -23	0.6	9	-1	1	-10	-2	-10	23	-4
COc1ccc(CNC(=O)CCC2N=C3c4ccccc4N=C(SCC(=O)NCC4CCCO4)N3C2=O)cc1 (stereo not drawn)
→ 1	-0.5	-4	-7	-1	-6	-13	5	-1	-4
O=C(NC1CCCCCCC1)c1ccc(F)c(S(=O)(=O)N2CCOCC2)c1
→ 15	-0.3	1	0	-2	-15	0	-5	-15	-10
O=C(COC(=O)Cc1ccccc1)NCc1ccc2c(c1)OCO2
→ -25	-1.0	-4	1	0	3	-1	10	25	24
C[C@H]1COC(=O)[C@@H](Cc2ccc(F)cc2)C/C=C\C[C@H](CC(=O)NCCO)C(=O)N1
→ -20	1.1	-1	0	-1	-3	x	1	20	-3
CCOC(=O)c1cc(C(=O)NNC(=O)c2cccc([N+](=O)[O-])c2)c(C)nc1C
→ 15	3.3	-9	-4	3	-9	-2	-1	-15	10
CCc1nnc(NC(=O)c2cccc(S(=O)(=O)N3CCCCC3)c2)s1
→ 11	-1.9	3	3	0	-12	4	4	-11	-9
CCOC(=O)c1sc2nc(C3CC3)cc(-c3ccc(F)cc3)c2c1N
→ 77*	-0.8	1	-3	-18	3	-2	-1	-77	-15
O=C(Cc1c(C(=O)O)[nH]c2ccc(Cl)cc12)Nc1ccc2c(c1)OCCO2
→ 3	1.5	-6	-2	12	-9	3	15	-3	5
O=C(N/C(=C/c1ccc(F)cc1)C(=O)N1CCCC1)c1ccccc1
→ -6	0.6	7	0	0	-2	-1	-7	6	16
CCc1nnc(NC(=O)CSc2nc3c(c(=O)n2CC)SC(C)C3)s1 (stereo not drawn)
→ -14	0.3	-7	-3	2	-5	x	4	14	-3
CCN(CC)C(=O)c1ccc(COc2ccccc2Br)o1
→ 27	0.0	-10	1	-11	-5	-2	-4	-27	20
CO/N=C/C(C#N)=C/c1ccc(OC)cc1
→ 23	-0.1	-8	0	-1	21	-1	-1	-23	0
C#CCOc1ccccc1/C=N/NC(=O)c1ccccc1OCc1ccccc1
→ 70	-1.3	-3	1	-4	-3	4	11	-70	-6
OC(CN1CCCCC1)Cn1c(C(F)(F)F)nc2ccccc21 (stereo not drawn)
→ x	-1.6	-8	6	1	-9	2	4	x	-2
O=C(CCS(=O)(=O)c1ccc(Br)cc1)N1CCN(c2ccccc2)CC1
→ 1	1.8	-2	-1	-5	-20	x	-1	-1	5
COc1ccc(Cc2nnc(NC(=O)Nc3ccc(F)cc3)s2)cc1
→ 17	-1.4	1	2	-1	-3	-8	-8	-17	14
O=C(Nc1cccnc1)c1ccc(-c2ccccc2)cc1
→ 5	0.5	-16	-5	-2	-16	-2	-8	-5	4
Cc1ccc(NC(=S)Nc2ccc3cn[nH]c3c2)cc1
→ 18	-1.2	-9	-6	3	-17	3	-11	-18	-5

Molecules listed so far that contain a nitro group on carbon (2):
Second line of a record: SR-BI HDL uptake	C-LANA FP	Cardiac RTF inh	Keap1 Nrf2 FP	DAGLB inhibitor	PvdQ inh	NSD2 HMT inh	PKA-R2B act	SR-BI uptake up	Arrestin-AP2 inh
COc1cccc(-c2nnc(-c3ccccc3[N+](=O)[O-])o2)c1
→ 5	2.8	x	-11	x	-9	-3	x	-5	11
CCOC(=O)c1cc(C(=O)NNC(=O)c2cccc([N+](=O)[O-])c2)c(C)nc1C
→ 15	3.3	-9	-4	3	-9	-2	-1	-15	10

More results follow:
Second line of a record: SR-BI HDL uptake	C-LANA FP	Cardiac RTF inh	Keap1 Nrf2 FP	DAGLB inhibitor	PvdQ inh	NSD2 HMT inh	PKA-R2B act	SR-BI uptake up	Arrestin-AP2 inh
CCOC(=O)C1=C(O)CSC1=Nc1ccc(C)cc1
→ -2	0.0	-3	0	1	-9	3	6	2	2
O=C(CCn1c(=O)c2ccccc2n(Cc2ccccc2)c1=O)NC1CCN(Cc2ccccc2)CC1
→ x	-1.5	-5	-4	-4	-9	0	-2	x	1
CCCCn1c(N)c(N(CC)C(=O)c2cc(OC)cc(OC)c2)c(=O)[nH]c1=O
→ -3	1.0	-9	-5	2	-17	-1	-11	3	-13
C/C(CC(=O)Nc1cccc(Cl)c1)=N\NC(=O)Cc1ccc(Cl)cc1
→ -5	0.8	7	-8	-3	7	7	-10	5	7
Cc1ccc(C(=O)NC2CCc3ccccc3C2=O)cc1 (stereo not drawn)
→ -2	-1.5	5	3	-9	-7	x	4	2	7
O=C(CCNS(=O)(=O)c1c(Cl)cccc1Cl)N1CCCC1
→ -18	0.3	-6	1	-1	2	11	-8	18	2
COCCNC(=S)N(Cc1cccs1)Cc1cc2cccc(C)c2[nH]c1=O
→ 7	0.3	1	-4	2	-8	0	-2	-7	12
Cc1ccc(-n2nc3c(c2NC(=O)c2ccc4c(c2)OCO4)CSC3)cc1
→ 0	0.8	-5	3	0	-3	-2	1	0	1
O=C1C/C(=C\c2c(F)cccc2Cl)N2CCC1CC2
→ -13	1.4	-9	-3	1	3	-1	-2	13	16
CCc1nnc(NC(=O)[C@@H](NC(=O)c2ccc(OC)cc2)C(C)C)s1
→ 5	2.4	-2	-2	0	-14	4	-2	-5	5
COc1ccccc1NC(=O)/C(C#N)=C/c1cccnc1
→ 2	-0.5	-3	-3	-2	-12	-1	8	-2	-1
O=S(=O)(NC1CCN(S(=O)(=O)c2c(F)cccc2F)C1)c1ccc2c(c1)OCCO2 (stereo not drawn)
→ -14	0.7	3	-5	2	-7	x	-6	14	6
